TbHK1 inh = blocks Trypanosoma brucei hexokinase 1 activity; recombinant TbHK1, G6PDH-coupled NADH A340; inhibition, % at 10 µM; actives 0.11% (n = 220,000); AID 1430;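 active means inhibition of 50% or more in the single-dose primary screen; inactive means inhibition below 50%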
Thrombin inh = thrombin (human) inhibition; alpha-thrombin, Boc-VPR-AMC fluorogenic substrate cleavage; inhibition, % at 5 µM; actives 0.26% (n = 220,000); AID 1046;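 active means inhibition at or above 40%; inactive means inhibition below 40%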;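 further: 0% = enzyme with no compound and 100% = wells without enzyme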
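Material: human alpha-thrombin protein; Also added: Boc-VPR-AMC substrate, 15 µM final; Timing: enzyme reaction carried out at room temperature; Signal: fluorescence, ex 355 nm, em 460 nm; Measure: % inhibition of thrombin; Controls: enzyme without compound as high, wells lacking enzyme as low.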
zfTRPN1 agonist = agonists of zebrafish TRPN1 channel; HEK293 zebrafish TRPN1-YFP, Fluo-8 calcium fluorescence; 100% = response to 87 µM carbachol; activation, % at 3 µM; actives 0.18% (n = 220,000); AID 1424;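 active means activation above its plate's cutoff, the mean activation of test wells on that plate plus 3 SD, cut at about 19% in these data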;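 further: 0% = DMSO alone and 100% = 87 µM carbachol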
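System: zebrafish TRPN1-YFP in HEK293 cells / Dosing: 3 µM single point / Timing: dye loading 1 h at 37 °C, then 30 min room temperature / Signal: Fluo-8 calcium fluorescence, excitation 470-495 nm, emission 515-575 nm / Read-out basis: percent activation from peak over basal fluorescence ratio, control-normalized / Control set: high carbachol 87 µM, low DMSO alone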
Cl transport mod = KCC2 (human) Cl- transport modulation | Q9H2X9 | KCC2 cells, thallium flux FluoZin-2 fluorescence | B-score of Tl+ flux slope (higher = more flux/activation; lower = inhibition) at 10 µM | actives 2.2% (n = 190,000);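 active means thallium flux slope and its plate-corrected score both differing from the plate sample mean at a set confidence after two filtering rounds, in either direction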;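 further: slope of fluorescence scaled to starting intensity during 10 to 20 s after thallium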
Calpain2 inh = inhibitors of pig calpain II | purified calpain II, fluorogenic peptide substrate, 30 min | inhibition, % at 16 µM | actives 0.37% (n = 220,000) | AID 1236;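 active means inhibition above about 50%, limit read from the data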
PPC-1+TRAIL kill = PPC-1 cancer cell killing with TRAIL present | PPC-1 cells + TRAIL, ATPLite viability luminescence | cell killing (% activity), % at 4 µM | actives 0.41% (n = 220,000) | AID 1443;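 active means cell killing above 50% in the first pass at 4 µM, then a duplicate retest at 5 µM averaging 50% or more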;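 further: plate controls were cells with TRAIL plus DMSO for no effect and medium-only wells lacking cells for full effect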
Furin inhibitor = blocks human furin protease activity; P09958; purified furin, fluorogenic substrate cleavage; inhibition, % at 30 µM; actives 0.061% (n = 220,000); AID 463115; in the data active means inhibition above about 25%; further: inactives centre near -15
Target sequence (P09958 108-714 limits assumed): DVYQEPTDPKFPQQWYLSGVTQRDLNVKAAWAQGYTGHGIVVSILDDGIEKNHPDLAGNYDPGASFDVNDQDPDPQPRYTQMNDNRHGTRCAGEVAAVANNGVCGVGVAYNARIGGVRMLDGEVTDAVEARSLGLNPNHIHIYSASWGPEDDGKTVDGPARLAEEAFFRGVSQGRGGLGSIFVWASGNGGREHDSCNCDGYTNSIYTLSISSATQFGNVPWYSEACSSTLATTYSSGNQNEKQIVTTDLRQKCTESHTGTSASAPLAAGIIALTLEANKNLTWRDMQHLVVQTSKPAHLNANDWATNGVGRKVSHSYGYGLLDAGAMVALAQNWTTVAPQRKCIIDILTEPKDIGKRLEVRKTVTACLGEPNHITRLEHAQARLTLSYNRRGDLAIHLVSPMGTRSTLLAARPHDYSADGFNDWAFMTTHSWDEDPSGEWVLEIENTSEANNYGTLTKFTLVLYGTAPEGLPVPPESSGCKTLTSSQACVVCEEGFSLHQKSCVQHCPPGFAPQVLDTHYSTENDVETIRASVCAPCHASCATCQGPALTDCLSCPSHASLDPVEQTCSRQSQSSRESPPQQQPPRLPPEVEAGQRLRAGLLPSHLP
EBV gp42 inh = EBV gp42 inhibition. Fluorescence polarization binding assay, mP read-out. AID 1085. actives 0.42% (n = 220,000). Q1HVG2. inhibition, % (tested at 21.74 µM); in the data active means inhibition above about 50%
Target sequence (Q1HVG2 whole entry, looked up): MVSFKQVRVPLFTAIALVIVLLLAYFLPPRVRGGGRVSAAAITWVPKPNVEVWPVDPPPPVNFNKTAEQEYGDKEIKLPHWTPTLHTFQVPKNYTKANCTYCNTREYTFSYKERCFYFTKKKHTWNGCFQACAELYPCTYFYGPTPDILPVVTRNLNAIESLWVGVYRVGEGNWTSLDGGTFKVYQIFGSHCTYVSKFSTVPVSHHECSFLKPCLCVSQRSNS
TRPML3 ag = activates the human TRPML3 channel. Q8TDD5. HEK293 TRPML3-YFP, Fluo-8 calcium fluorescence; 100% = the carbachol control signal. activation, % at 3 µM. actives 0.29% (n = 220,000);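 active means activation above its plate's cutoff, the mean activation of the plate's test wells plus 3 SD, cut at about 12% in these data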;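 further: 0% = DMSO only wells and 100% = carbachol wells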
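Test system: TRPML3-YFP stable HEK293 cells. Doses: single point at 3 µM. Incubation: dye loading 1 h 37 °C then 30 min ambient, 125 s read. Signal: Fluo-8 calcium dye fluorescence, ex 470-495, em 515-575 nm. Measure: percent activation from peak-to-basal fluorescence ratio, scaled between DMSO and carbachol.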
* marks the source's active call; other numbers are inactive results; [ ] = remark or other dose.

What do the screens show for `Clc1ccc2noc(-c3ccccc3)c2c1`?
TbHK1 inh: 0; Thrombin inh: -8; zfTRPN1 agonist: -0.5; Cl transport mod: 0.39; Calpain2 inh: 2; PPC-1+TRAIL kill: 23; Furin inhibitor: -19[20 µM]; EBV gp42 inh: 2; TRPML3 ag: 0.9

What do the screens show for `COc1ccc(CCn2c(C)cc(C(=O)CSc3nnc(N)s3)c2C)cc1`?
TbHK1 inh: -5; Thrombin inh: -11; zfTRPN1 agonist: 0.6; Cl transport mod: -1.1; Calpain2 inh: -20; Furin inhibitor: -19; EBV gp42 inh: 3; TRPML3 ag: 0.1

How did Cc1ccnc(NC(=O)CCC(=O)N(CC(=O)NCCc2ccccc2)Cc2ccco2)c1 do in these assays?
TbHK1 inh: 8; Thrombin inh: 1; zfTRPN1 agonist: 0.3; Cl transport mod: -0.22; Calpain2 inh: 17; PPC-1+TRAIL kill: 22; Furin inhibitor: -26; EBV gp42 inh: 4; TRPML3 ag: 0.3

Results for Cc1ccc(NC(=O)CSc2nnc(CNC(=O)c3ccccc3F)o2)cc1 ?
TbHK1 inh: 0; Thrombin inh: 3; zfTRPN1 agonist: -0.1; Cl transport mod: 0.015; Calpain2 inh: 17; PPC-1+TRAIL kill: 15; Furin inhibitor: -19; EBV gp42 inh: -3; TRPML3 ag: -0.2

How did CCCC(=O)NC(=S)Nc1cc(-c2nc3ncccc3o2)ccc1C do in these assays?
TbHK1 inh: -4; Thrombin inh: -5; zfTRPN1 agonist: 2.1; Cl transport mod: -0.21; Calpain2 inh: 20; PPC-1+TRAIL kill: 1; Furin inhibitor: -11; EBV gp42 inh: 0; TRPML3 ag: 0.5

What do the screens show for `Cc1cccc(N2C(=O)CC(N3CCN(c4cccc(C(F)(F)F)c4)CC3)C2=O)c1` (centres undefined)?
TbHK1 inh: -3; Thrombin inh: 6; zfTRPN1 agonist: 0.3; Cl transport mod: -0.36; Calpain2 inh: -8; PPC-1+TRAIL kill: 10; Furin inhibitor: -29[20 µM]; EBV gp42 inh: 12; TRPML3 ag: 0.6

What do the screens show for `CC(=O)/C(N=Nc1ccc2c(c1)OCCO2)=C(\C)O`?
TbHK1 inh: -6; Thrombin inh: -22; zfTRPN1 agonist: -0.2; Cl transport mod: -0.0057; Calpain2 inh: 30; PPC-1+TRAIL kill: 5; Furin inhibitor: -14; EBV gp42 inh: -10; TRPML3 ag: 0.2

What do the screens show for `C=CCn1c(SC/C=C/c2ccccc2)nnc1-c1sc(N)nc1C`?
TbHK1 inh: 0; Thrombin inh: -2; zfTRPN1 agonist: 0.0; Cl transport mod: -0.8; Calpain2 inh: -40; PPC-1+TRAIL kill: 0; Furin inhibitor: -12[20 µM]; EBV gp42 inh: 5; TRPML3 ag: 0.3

How did CC(=O)NC1(c2ccc(F)cc2)CCN(C(=O)Nc2ccc(F)cc2F)CC1 do in these assays?
TbHK1 inh: 2; Thrombin inh: -2; zfTRPN1 agonist: 1.8; Cl transport mod: 0.79; Calpain2 inh: -17; PPC-1+TRAIL kill: 3; Furin inhibitor: -20[20 µM]; EBV gp42 inh: -3; TRPML3 ag: 0.4

How did COc1ccc(-c2[nH]ncc2-c2ccc3c(c2)OCCO3)c(O)c1 do in these assays?
TbHK1 inh: 2; Thrombin inh: 101*; zfTRPN1 agonist: 0.6; Cl transport mod: 0.057; Calpain2 inh: 12; PPC-1+TRAIL kill: 6; Furin inhibitor: -20; EBV gp42 inh: 7; TRPML3 ag: 0.0

How did CC(=O)Nc1ccc(OCC(=O)NCc2ccccc2)cc1 do in these assays?
TbHK1 inh: 2; Thrombin inh: -4; zfTRPN1 agonist: 0.0; Cl transport mod: -0.38; Calpain2 inh: 9; PPC-1+TRAIL kill: 17; Furin inhibitor: -18; EBV gp42 inh: -9; TRPML3 ag: 0.7

What do the screens show for `O=C1S/C(=C\C=C\c2ccco2)C(=O)N1c1ccc(O)cc1`?
TbHK1 inh: -11; Thrombin inh: 5; zfTRPN1 agonist: 0.0; Cl transport mod: -1.5; Calpain2 inh: -13; PPC-1+TRAIL kill: -10; Furin inhibitor: -2; EBV gp42 inh: 4; TRPML3 ag: -0.2

What do the screens show for `COc1ccc(N2CCN(C(=O)C(OC(C)=O)c3ccccc3)CC2)cc1` (centres undefined)?
TbHK1 inh: -2; Thrombin inh: -3; zfTRPN1 agonist: 0.3; Cl transport mod: -1.1; Calpain2 inh: -39; PPC-1+TRAIL kill: 8; Furin inhibitor: -15[20 µM]; EBV gp42 inh: -10; TRPML3 ag: -0.3

Results for O=C(COC(=O)Cc1ccc(Cl)cc1)Nc1cc(S(=O)(=O)N2CCOCC2)ccc1N1CCCC1 ?
TbHK1 inh: -8; Thrombin inh: -7; zfTRPN1 agonist: -2.0; Cl transport mod: -0.46; Calpain2 inh: -4; PPC-1+TRAIL kill: 18; Furin inhibitor: -19; EBV gp42 inh: -2; TRPML3 ag: -0.7

What do the screens show for `Cc1ccccc1S(=O)(=O)Cc1ccc(C(=O)O)o1`?
TbHK1 inh: -5; Thrombin inh: -13; zfTRPN1 agonist: -0.4; Calpain2 inh: -8; PPC-1+TRAIL kill: 16; Furin inhibitor: -21[20 µM]; EBV gp42 inh: -9; TRPML3 ag: 1.0

Results for O=C(NCCc1csc(-c2cccnc2)n1)c1ccccc1Br ?
TbHK1 inh: -6; Thrombin inh: -3; zfTRPN1 agonist: 0.1; Cl transport mod: -1.4; Calpain2 inh: 20; PPC-1+TRAIL kill: -10; Furin inhibitor: -21; EBV gp42 inh: -18; TRPML3 ag: -0.2

Results for CC(CCc1ccccc1)NC(=O)CCNC(=O)Cn1ccc2ccccc2c1=O (centres undefined) ?
TbHK1 inh: 0; Thrombin inh: -4; zfTRPN1 agonist: 1.0; Cl transport mod: -0.49; Calpain2 inh: -3; PPC-1+TRAIL kill: 34; Furin inhibitor: -32; EBV gp42 inh: -4; TRPML3 ag: -0.5

How did Cn1c(Oc2ccc3c(c2)OCO3)nc2c1c(=O)n(Cc1ccccc1)c(=O)n2C do in these assays?
TbHK1 inh: 1; Thrombin inh: -3; zfTRPN1 agonist: 1.1; Cl transport mod: -0.71; Calpain2 inh: 2; PPC-1+TRAIL kill: 10; Furin inhibitor: -18[20 µM]; EBV gp42 inh: 0; TRPML3 ag: -0.1

Results for CCN(CC)C(=O)C(=O)N/N=C/c1cccs1 ?
TbHK1 inh: -8; Thrombin inh: -8; zfTRPN1 agonist: 0.3; Cl transport mod: -0.1; Calpain2 inh: -2; PPC-1+TRAIL kill: 26; Furin inhibitor: -31; EBV gp42 inh: -2; TRPML3 ag: -0.3

Results for Cc1ccc(C(=O)NNC(=O)Cc2ccccc2)cc1 ?
TbHK1 inh: -5; Thrombin inh: -3; zfTRPN1 agonist: -1.2; Cl transport mod: 0.66; Calpain2 inh: -47; PPC-1+TRAIL kill: -8; Furin inhibitor: -20[20 µM]; EBV gp42 inh: -2; TRPML3 ag: 0.8

What do the screens show for `OCCC1CN(Cc2cnn(-c3ccccc3Cl)c2)CCN1Cc1ccsc1` (centres undefined)?
TbHK1 inh: 3; Thrombin inh: -2; zfTRPN1 agonist: -0.7; Cl transport mod: 0.92; Calpain2 inh: -4; PPC-1+TRAIL kill: -13; Furin inhibitor: -25; EBV gp42 inh: -2; TRPML3 ag: 0.5

Results for Cc1ccccc1NC(=O)Cc1nnc(SCC(=O)c2ccc(Br)cc2)n1C ?
TbHK1 inh: 4; Thrombin inh: 2; zfTRPN1 agonist: -0.3; Cl transport mod: 0.35; Calpain2 inh: 31; PPC-1+TRAIL kill: -16; Furin inhibitor: -13[20 µM]; EBV gp42 inh: -8; TRPML3 ag: -0.2

How did Cn1c(=O)cc(C(=O)N/N=C/c2ccc(Cl)cc2)[nH]c1=O do in these assays?
TbHK1 inh: -43; Thrombin inh: -2; zfTRPN1 agonist: 0.6; Calpain2 inh: 6; PPC-1+TRAIL kill: 11; Furin inhibitor: -17; EBV gp42 inh: -6; TRPML3 ag: 0.7

How did CN(c1ccccc1)c1ccc(/C=N/N2CCOCC2)cc1 do in these assays?
TbHK1 inh: -22; Thrombin inh: -5; zfTRPN1 agonist: -1.3; Cl transport mod: -0.15; Calpain2 inh: 15; PPC-1+TRAIL kill: 17; Furin inhibitor: -6; EBV gp42 inh: -18; TRPML3 ag: -0.1

Results for CC(=O)c1cccc(NC(=O)C2CCN(S(=O)(=O)c3ccc(C)cc3)CC2)c1 ?
TbHK1 inh: -3; Thrombin inh: 3; zfTRPN1 agonist: -0.1; Cl transport mod: 0.15; Calpain2 inh: -4; PPC-1+TRAIL kill: 15; Furin inhibitor: -15[20 µM]; EBV gp42 inh: -14; TRPML3 ag: -0.1

Results for CCOC(=O)c1c(C)oc2ccc(O)c(CN(C)C)c12 ?
TbHK1 inh: 4; Thrombin inh: -7; zfTRPN1 agonist: 0.5; Cl transport mod: 1.3; Calpain2 inh: -23; PPC-1+TRAIL kill: 13; Furin inhibitor: -12[20 µM]; EBV gp42 inh: -12; TRPML3 ag: 0.6

Results for Cc1nc(N)c(C#N)c(-c2ccccc2Cl)c1C ?
TbHK1 inh: -7; Thrombin inh: -1; zfTRPN1 agonist: -1.4; Cl transport mod: 0.49; Calpain2 inh: -5; PPC-1+TRAIL kill: 8; Furin inhibitor: -20[20 µM]; EBV gp42 inh: -1; TRPML3 ag: -0.1

How did Cc1cc(C)n(/N=C/c2ccccc2)c(=O)c1C#N do in these assays?
TbHK1 inh: -28; Thrombin inh: -6; zfTRPN1 agonist: 0.4; Cl transport mod: 0.5; Calpain2 inh: 21; PPC-1+TRAIL kill: 6; Furin inhibitor: -6; EBV gp42 inh: -5; TRPML3 ag: 0.3

Results for O=C(O)C(Cc1ccccc1)N1C(=O)c2ccccc2C1=O (centres undefined) ?
TbHK1 inh: 3; Thrombin inh: 3; zfTRPN1 agonist: 1.2; Cl transport mod: -0.028; Calpain2 inh: -20; PPC-1+TRAIL kill: 4; Furin inhibitor: -18[20 µM]; EBV gp42 inh: -6; TRPML3 ag: 1.1

What do the screens show for `Cc1cc(C)c(-c2csc(NC(=O)C3=NN(c4ccccc4)C(=O)CC3)n2)c(C)c1`?
TbHK1 inh: -13; Thrombin inh: -11; zfTRPN1 agonist: 1.6; Cl transport mod: 0.068; Calpain2 inh: -80; PPC-1+TRAIL kill: 13; Furin inhibitor: -13; EBV gp42 inh: -11; TRPML3 ag: 0.4

Ordered by formula weight (highest first): part of the list above.
What do the screens show for `Cc1cc(C)c(-c2csc(NC(=O)C3=NN(c4ccccc4)C(=O)CC3)n2)c(C)c1`?
TbHK1 inh: -13; Thrombin inh: -11; zfTRPN1 agonist: 1.6; Cl transport mod: 0.068; Calpain2 inh: -80; PPC-1+TRAIL kill: 13; Furin inhibitor: -13; EBV gp42 inh: -11; TRPML3 ag: 0.4

Results for CCOC(=O)c1c(C)oc2ccc(O)c(CN(C)C)c12 ?
TbHK1 inh: 4; Thrombin inh: -7; zfTRPN1 agonist: 0.5; Cl transport mod: 1.3; Calpain2 inh: -23; PPC-1+TRAIL kill: 13; Furin inhibitor: -12[20 µM]; EBV gp42 inh: -12; TRPML3 ag: 0.6

How did Cc1cc(C)n(/N=C/c2ccccc2)c(=O)c1C#N do in these assays?
TbHK1 inh: -28; Thrombin inh: -6; zfTRPN1 agonist: 0.4; Cl transport mod: 0.5; Calpain2 inh: 21; PPC-1+TRAIL kill: 6; Furin inhibitor: -6; EBV gp42 inh: -5; TRPML3 ag: 0.3

From PubChem
